GLD-1 RNA inh = GLD-1/TGE RNA complex disruptors, primary screen, biochemical, fluorescence polarization; purified GLD-1 + fluorescein TGE RNA; inhibition, % at 5.96 µM; 0.44% of 320,000 active; AID 2280, 2010;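 active means percent inhibition above a per-plate cutoff, the plate mean of test compounds plus 3 SD, cut at about 30% in these data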;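 further: 0% = DMSO wells with GLD-1 and probe and 100% = wells lacking GLD-1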
Target sequence (Q17339 whole entry, looked up): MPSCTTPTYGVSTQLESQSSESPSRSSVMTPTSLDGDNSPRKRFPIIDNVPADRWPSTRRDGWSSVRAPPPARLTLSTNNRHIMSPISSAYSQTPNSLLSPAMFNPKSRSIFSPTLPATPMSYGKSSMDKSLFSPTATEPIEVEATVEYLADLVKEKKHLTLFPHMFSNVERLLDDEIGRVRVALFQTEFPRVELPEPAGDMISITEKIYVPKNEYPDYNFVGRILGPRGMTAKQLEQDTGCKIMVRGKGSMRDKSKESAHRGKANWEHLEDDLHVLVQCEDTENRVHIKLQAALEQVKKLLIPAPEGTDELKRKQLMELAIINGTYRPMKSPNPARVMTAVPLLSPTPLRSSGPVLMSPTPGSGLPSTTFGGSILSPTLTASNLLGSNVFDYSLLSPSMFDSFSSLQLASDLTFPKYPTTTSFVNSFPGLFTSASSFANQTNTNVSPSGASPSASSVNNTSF
Fam108B counter = mouse Fam108B serine hydrolase inhibitors, primary screen, counter-screen for RBBP9 inhibitor project, biochemical, fluorescence polarization | recombinant Fam108B, FP-Rh probe fluorescence polarization | inhibition, % at 9.51 µM | 0.33% of 300,000 active;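 active means inhibition above the screen mean inhibition plus 3 SD, computed separately per campaign, cut at about 18% in these data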;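 further: inhibitors lower polarization as less probe binds the enzyme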
VLA-4 inh = inhibition in human VLA-4 binding assay, primary screen, VLA-4 allosteric modulator project, MLPCN library, flow cytometry, VLA-4 expressing cells | Integrin alpha-4 (Homo sapiens), P13612 | ligand binding flow cytometry | inhibition, % (about 7 µM as worked out from the volumes in the protocol) | 0.2% of 330,000 active | AID 2557, 2010; in the data active means inhibition above about 50%
MEX-5 binding = MEX-5 zinc finger RNA-binding disruptors – biochemical, C. elegans, fluorescence polarization, MLPCN library, primary screen | Zinc finger protein mex-5 (Caenorhabditis elegans), Q9XUB2 | MEX-5/FITC-TCR2 RNA binding; active compounds read low | activity score (negative = inhibition of binding), % at 10 µM | 0.38% of 300,000 active | AID 1832, 2009;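 active means inhibition past about -25% in most replicates, and total fluorescence under double the plate's negative control median, limit read from the data; inconclusive means replicates evenly split on the limit, or fluorescence at least double controls; inactive means too little inhibition in most replicates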;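 further: 0% = DMSO and -100% = 5 µM competing unlabeled TCR2 RNA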
GRK2 aptamer HTS = compounds blocking aptamer binding on GRK2 – biochemical, human GRK2, bead flow cytometry, HTS, primary screen; FAM-aptamer displacement from GRK2; inhibition of aptamer binding, % at 10 µM; 0.59% of 330,000 active;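 active means inhibition of aptamer binding above 40%, roughly 3 SD of noise, on plates passing a quality check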;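 further: median bead fluorescence of bound FAM aptamer so fluorescent compounds give negative values; no value below 0 was filed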
CIT2 TOR yeast = modulators of CIT2-GFP expression in yeast, primary screen, S. cerevisiae, GFP fusion, multiplex flow cytometry, MLPCN library; S. cerevisiae CIT2-GFP strain, 3 h; 100 means same as DMSO wells; GFP response vs DMSO, % at 10 µM; 0.065% of 320,000 active; AID 2029, 2009;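 active means GFP response relative to DMSO above a set limit, near the screen mean plus 3 SD, cut at about 150% in these data; inconclusive means Fewer than 70 cells measured for a yeast strain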;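 further: ratio of well median GFP fluorescence to mean of DMSO wells on the plate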
BCLXL inh = inhibitors of human Bcl-xL, primary screen, biochemical, fluorescence polarization, HTS; 0.7% of 320,000 active; GST-Bcl-xL / FITC-Bim BH3 peptide fluorescence polarization; Bcl-2-like protein 1 (Homo sapiens), Q07817; inhibition, % at 10.9 µM;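 active means inhibition above the mean of all tested compounds plus 3 SD, cutoff set per campaign, cut at about 30% in these data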;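 further: 0% = DMSO wells and 100% = unlabeled Bim-BH3 peptide competitor; inhibitors lower millipolarization by displacing the labeled peptide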
Target sequence (Q07817 whole entry, looked up): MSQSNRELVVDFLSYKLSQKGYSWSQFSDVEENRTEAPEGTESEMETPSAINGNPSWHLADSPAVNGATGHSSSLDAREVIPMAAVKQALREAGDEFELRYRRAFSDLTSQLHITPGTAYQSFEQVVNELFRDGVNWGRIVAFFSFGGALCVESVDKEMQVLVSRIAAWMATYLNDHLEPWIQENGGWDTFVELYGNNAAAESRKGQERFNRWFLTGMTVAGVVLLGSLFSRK
AGP1 TOR yeast = modulators of AGP1-GFP expression in yeast TOR pathway, primary screen, cell-based, multiplex flow cytometry, S. cerevisiae, MLPCN library; 3 h; GFP as percent of DMSO wells; GFP response vs DMSO, % at 10 µM; 0.02% of 320,000 active; AID 2066, 2009;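 active means GFP response relative to DMSO above a set limit, near screen average plus 3 SD, cut at about 150% in these data; inconclusive means fewer than 70 cells counted for the yeast strain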;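 further: median GFP channel fluorescence of the gated AGP1 strain per well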
MCL1 BIM primary = inhibitors of MCL1 binding to BIM-BH3, primary screen, biochemical, fluorescence polarization | 0.68% of 320,000 active | inhibition, % at 10.9 µM | Induced myeloid leukemia cell differentiation protein Mcl-1 (Homo sapiens), Q07820 | GST-MCL1 / FITC-Bim-BH3 fluorescence polarization;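 active means inhibition above the mean inhibition of all tested compounds plus 3 SD, set per campaign, cut at about 40% in these data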;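 further: 0% = DMSO wells and 100% = unlabeled Bim-BH3 peptide control; higher means more loss of mP so more displacement of Bim peptide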
Target sequence (Q07820 whole entry, looked up): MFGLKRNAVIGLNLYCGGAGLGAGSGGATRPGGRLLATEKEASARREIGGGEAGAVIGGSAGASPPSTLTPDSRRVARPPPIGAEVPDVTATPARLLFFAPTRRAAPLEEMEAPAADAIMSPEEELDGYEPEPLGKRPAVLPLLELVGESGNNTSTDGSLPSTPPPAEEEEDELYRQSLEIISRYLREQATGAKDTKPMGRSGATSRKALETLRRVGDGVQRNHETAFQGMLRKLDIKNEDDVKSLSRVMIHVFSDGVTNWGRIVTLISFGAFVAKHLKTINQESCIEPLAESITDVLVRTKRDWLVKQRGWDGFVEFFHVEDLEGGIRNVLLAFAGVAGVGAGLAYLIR
An asterisk follows results filed as active; ? = inconclusive; nt = not tested or not shown. This is a random part of the collection, and some 2.2% of all compounds hit somewhere here.

SMILES	GLD-1 RNA inh	Fam108B counter	VLA-4 inh	MEX-5 binding	GRK2 aptamer HTS	CIT2 TOR yeast	BCLXL inh	AGP1 TOR yeast	MCL1 BIM primary
COc1cc2c(cc1OC)CN(c1ccc3ccccc3n1)CC2	-10	-4	12	-2.7	3	93	-5	100	-7
O=C(CCCc1c[nH]c2ccccc12)NCC1COc2ccccc2O1 (centres undefined)	1	-1	11	0.6	5	103	-2	107	-5
COc1ccc(C(=O)NCCS(=O)(=O)NCCc2ccccc2)cc1	2	-5	12	0.8	4	86	-2	93	1
C=CCn1c(COc2cccc3ccc(C)nc23)nnc1SCC(N)=O	1	11	16	0.2	0	111	-10	108	-6
Cn1cccc1CC(=O)N/N=C/c1ccco1	0	1	3	-1.0	0	98	3	99	7
Cc1cccc(NC(=O)c2cccc(Cn3cc(Br)c([N+](=O)[O-])n3)c2)c1C	0	-6	-1	-0.1	0	98	6	92	2
CC1C=CCC2C(=O)N(c3ccccc3OC(=O)c3ccco3)C(=O)C12 (centres undefined)	5	-2	1	-0.5	1	93	-4	104	4
CCOC(=O)C1(C)/C(=N/Nc2ccccc2Cl)C(=O)C(=O)N1c1ccccc1 (centres undefined)	2	-1	1	-1.3	3	?	10	nt	10
CCS(=O)(=O)Nc1cccc(C2=NN(S(=O)(=O)c3ccc(C)cc3)C(c3ccco3)C2)c1 (centres undefined)	-2	3	10	2.7	0	97	-1	98	3
COc1ccc(SC[C@H](CC(C)C)N2CCN(C)CCC2=O)cc1	0	3	19	-2.9	0	68	1	78	-5
Cc1cc(C)nc(NS(=O)(=O)c2ccc(NC(=O)c3ccc4c(c3)OCCO4)cc2)n1	3	2	5	1.3	3	89	2	95	0
O=C(CCCCCn1c(=S)[nH]c2ccc(N3CCOCC3)cc2c1=O)NC1CCN(Cc2ccccc2)CC1	-4	3	-5	-5.9	0	96	-1	102	-6
COc1ccc(C2=NN(C(=O)CSc3ncccn3)C(c3cccc(OC)c3OC)C2)cc1 (centres undefined)	3	3	-3	-1.1	0	104	6	107	6
CCOC(=O)c1sc(SCC(=O)Nc2ccc(N(C)C)cc2)nc1N	12	2	0	-1.4	5	93	3	95	17
O=C(Cn1cnc2c(oc3ccccc32)c1=O)N1CCCc2ccccc21	0	-1	33	0.1	0	97	4	91	8
COc1ccc(C(=O)Oc2cc(N)n(S(=O)(=O)c3ccccc3)n2)cc1	3	0	0	0.4	1	103	6	105	5
O=C1c2ccccc2C(=O)N1OS(=O)(=O)c1ccccc1	2	29*	-15	0.4	0	96	15	80	3
Cc1ccc(C(C(=O)NC2CCCCC2)N(Cc2cccnc2)C(=O)c2csnn2)cc1 (centres undefined)	3	0	-2	-1.1	3	104	1	106	5
COc1ccc(NC(=O)c2ccccc2-c2ccc(C(F)(F)F)cc2)cc1S(=O)(=O)N1CCOCC1	1	0	-3	-2.4	12	95	4	91	-1
O=C(CSc1nnnn1-c1ccccc1)Nc1ccc(Cl)cn1	-1	-4	4	3.1	3	106	1	95	-2
CCCn1nnnc1NCc1ccc(N(CC)CC)cc1	7	-1	10	-0.5	0	107	0	104	14
CC(C)(C)c1cc(C(=O)N/N=C/c2ccc(O)cc2)n(-c2ccccc2)n1	2	8	-2	3.8	0	106	4	99	3
CC(Oc1ccc(C#N)cc1)C(=O)c1ccc(F)c(F)c1 (centres undefined)	4	-4	10	1.6	0	97	4	86	-3
CCN(C[C@H]1N[C@@](C)(C(=O)OC)[C@H]2C(=O)N(Cc3ccccc3)C(=O)[C@@H]12)C(=O)NC(C)C	2	nt	29	nt	5	99	nt	98	nt
CCOc1ccccc1C1NC(=O)NC(C)=C1C(=O)OCc1ccccc1 (centres undefined)	6	7	6	-5.2	4	105	8	108	3
SMILES	GLD-1 RNA inh	Fam108B counter	VLA-4 inh	MEX-5 binding	GRK2 aptamer HTS	CIT2 TOR yeast	BCLXL inh	AGP1 TOR yeast	MCL1 BIM primary
CC[C@]12c3[nH]c4ccccc4c3CCN1C(=O)C(CC(=O)NCc1ccco1)C[C@@H]2C(=O)N1CCN(C(=O)c2ccco2)CC1 (some centres undefined)	-6	nt	-10	nt	0	96	nt	108	nt
O=C(CC(C(=O)N1CCc2ccccc21)n1ccnc1)NCc1ccccc1 (centres undefined)	3	-1	-6	0.8	0	98	-4	103	-2
COc1ccc(NC(=S)N2CCN(S(=O)(=O)c3ccccc3)CC2)cc1OC	nt	nt	15	0.7	0	89	nt	96	nt
CN(C)S(=O)(=O)c1cccc(C(=O)OCC(=O)Nc2sccc2C#N)c1	21	-3	7	-9.6	3	104	8	102	-2
Clc1ccc(/C=C/c2nc(Cl)c(-c3ccc(Cl)cc3)c(Cl)n2)cc1	-3	5	5	0.9	0	103	-1	92	-9
c1nc(N2CCC3(CC2)OCCO3)c2c3c(sc2n1)CCCC3	-4	3	-14	-1.7	1	87	3	92	3
CCN(CC)S(=O)(=O)c1cccc(C(=O)Nc2cc(C)on2)c1	7	-5	-11	-0.2	0	102	1	98	1
Cc1ccc(C(=O)NCCc2ccc(F)cc2)s1	1	0	-19	0.9	6	89	9	108	10
O=C1S/C(=C\C=C\c2ccco2)C(=O)N1c1ccccc1	8	-4	-14	-1.5	4	113	5	100	13
O=C(O)C1CCN(C(=O)c2scc3c2OCCO3)CC1	1	4	-5	0.3	4	84	4	71	-6
O=C(CCn1c(=O)c2sccc2n(CC(=O)OCc2ccccc2)c1=O)NCc1ccco1	4	-3	-4	2.2	0	102	-1	102	1
CC1(C)Cc2ccccc2C2=C(C(=O)N3CCCCCC3)C(=O)C(=O)N21	-4	-4	14	-1.6	0	103	4	94	2
COc1ccc(/C=C2/SC(=S)N(c3ccc(S(=O)(=O)Nc4nccs4)cc3)C2=O)cc1	0	13	5	0.9	0	104	4	102	5
Cc1nnc(NC(=O)c2ccc3c(c2)OCO3)s1	-6	2	3	1.4	3	111	2	95	7
CCOC(=O)Cc1csc(NC(=O)COc2ccc3c(C)cc(=O)oc3c2)n1	1	-6	-3	-2.0	3	99	10	96	12
Cc1cc(C)n2nc(SCC(=O)Nc3c(C)n(C)n(-c4ccccc4)c3=O)nc2n1	7	3	6	-1.7	5	103	-9	102	-26
O=C(NCc1ccccc1)c1nccnc1CO	5	-3	-7	1.3	0	106	-2	104	-1
COc1cc(CNC(=O)c2cnc(C)cn2)cc(OC)c1	10	-2	7	-0.8	1	94	0	99	-2
COc1ccccc1N1CCN(Cc2nc(N)nc(Nc3ccc(C)c(Cl)c3)n2)CC1	-1	-2	34	0.3	1	96	3	101	4
CCCc1cc(=O)[nH]c(SCC(=O)Nc2sc(C(N)=O)c(C)c2C(=O)OCCOC)n1	7	nt	16	nt	3	96	2	98	3
Cc1cccc(NC(=S)NC2CC3CCC(C2)N3Cc2ccco2)c1 (centres undefined)	2	-2	20	1.4	0	92	3	96	4
COc1ccc(-n2c(SCC(=O)NCC3CCCO3)nc3c([nH]c4ccccc43)c2=O)cc1OC (centres undefined)	-5	-6	5	0.6	1	105	0	109	3
CCOC(=O)c1c(C)[nH]c(C)c1C(=O)COC(=O)c1cccnc1OCC	3	nt	-1	nt	1	101	nt	101	nt
C[C@H](CO)N1C[C@H](C)[C@@H](CN(C)S(=O)(=O)c2ccc(F)cc2)Oc2c(NS(=O)(=O)c3ccc(F)cc3)cccc2C1=O	6	nt	26	nt	0	93	nt	105	nt
O=C(/C=C/c1ccc(Cl)cc1Cl)N1CCN(c2ccccc2[N+](=O)[O-])CC1	1	0	2	-2.0	0	96	-2	97	-5
SMILES	GLD-1 RNA inh	Fam108B counter	VLA-4 inh	MEX-5 binding	GRK2 aptamer HTS	CIT2 TOR yeast	BCLXL inh	AGP1 TOR yeast	MCL1 BIM primary
COc1cccc(N(CC(=O)NCc2ccccc2)C(=O)CCC(=O)Nc2nccs2)c1	1	-3	-6	-0.7	1	100	5	103	0
COc1ccc(-c2cc(C(=O)NC3CC3)c3ccccc3n2)cc1	7	2	-2	0.9	3	103	8	111	4
Cc1ccccc1-n1c(C)nnc1SCC(=O)N1CC(=O)Nc2ccccc21	-3	1	-4	0.3	3	102	0	108	-2
CS(=O)(=O)N(Cc1ccccc1)c1ccc(C(=O)NC2CCCCC2O)cc1 (centres undefined)	5	2	5	2.3	0	102	5	105	6
CC1SC(=NC(=O)c2ccncc2)NC1=O (centres undefined)	2	-7	-11	-1.9	1	93	6	102	15
CCOc1ccccc1NC(=O)CSc1nnc(-c2ccccn2)n1Cc1ccco1	5	-3	10	-1.9	0	86	7	101	1
Cc1cc(NS(=O)(=O)c2ccc(NC(=O)CNS(=O)(=O)c3ccccc3)cc2)nc(C)n1	-3	nt	-1	nt	4	104	nt	97	nt
CC(Oc1ccccc1)C(=O)Nc1oc(-c2ccco2)c(-c2ccco2)c1C#N (centres undefined)	6	2	6	-0.8	5	104	1	104	-1
CN(CC(=O)NCCC1=CCCCC1)S(=O)(=O)c1ccc2c(c1)c(=O)n(C)c(=O)n2C	5	1	-21	nt	0	102	4	98	12

Reformatted with bars between the fields: 6 of the compounds above
mol | GLD-1 RNA inh | Fam108B counter | VLA-4 inh | MEX-5 binding | GRK2 aptamer HTS | CIT2 TOR yeast | BCLXL inh | AGP1 TOR yeast | MCL1 BIM primary
COc1ccc(-c2cc(C(=O)NC3CC3)c3ccccc3n2)cc1 | 7 | 2 | -2 | 0.9 | 3 | 103 | 8 | 111 | 4
CC(Oc1ccccc1)C(=O)Nc1oc(-c2ccco2)c(-c2ccco2)c1C#N (centres undefined) | 6 | 2 | 6 | -0.8 | 5 | 104 | 1 | 104 | -1
COc1cccc(N(CC(=O)NCc2ccccc2)C(=O)CCC(=O)Nc2nccs2)c1 | 1 | -3 | -6 | -0.7 | 1 | 100 | 5 | 103 | 0
CC1SC(=NC(=O)c2ccncc2)NC1=O (centres undefined) | 2 | -7 | -11 | -1.9 | 1 | 93 | 6 | 102 | 15
CS(=O)(=O)N(Cc1ccccc1)c1ccc(C(=O)NC2CCCCC2O)cc1 (centres undefined) | 5 | 2 | 5 | 2.3 | 0 | 102 | 5 | 105 | 6
Cc1ccccc1-n1c(C)nnc1SCC(=O)N1CC(=O)Nc2ccccc21 | -3 | 1 | -4 | 0.3 | 3 | 102 | 0 | 108 | -2

Compounds from the list above with a nitro group on carbon (2):
SMILES	GLD-1 RNA inh	Fam108B counter	VLA-4 inh	MEX-5 binding	GRK2 aptamer HTS	CIT2 TOR yeast	BCLXL inh	AGP1 TOR yeast	MCL1 BIM primary
Cc1cccc(NC(=O)c2cccc(Cn3cc(Br)c([N+](=O)[O-])n3)c2)c1C	0	-6	-1	-0.1	0	98	6	92	2
O=C(/C=C/c1ccc(Cl)cc1Cl)N1CCN(c2ccccc2[N+](=O)[O-])CC1	1	0	2	-2.0	0	96	-2	97	-5

Assay outcomes as filed in PubChem BioAssay.
